Bioassay records as filed in PubChem BioAssay.
Abeta yeast res: A-beta toxicity reversal in yeast; yeast expressing A-beta42, growth rescue, OD600, 48 h; response scale: 0% DMSO, 100% iron-clioquinol control; Potency, µM (doses to about 46.1 µM), for inactives: top-dose growth rescue, actives largely listed as activators; actives 0.063% (n = 410,000); AID 1347071; further: potency means the concentration at half of the fitted maximal effect; nearly all actives have a fitted effect of over 55% in size
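Growth rescue measured by 600 nm absorbance after 48 h yeast culture at 30 C with compound. Values normalized between DMSO and an equimolar ferric chloride plus clioquinol control.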
pAkt inh: Akt phosphorylation inhibition. Neuro2A IGF-stimulated pAkt S473 HTRF, 20 min; hits give low values. activity change, % for hits at 50 µM. actives 0.32% (n = 360,000); in the data active means activity change below about -80%; inconclusive means mostly about -51% to -80%; further: on the % scale 0 is the no-effect control and ±100 the full control effect
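Neuro2A cells in DMEM with 0.5% FBS, overnight at 37 deg C, given compound at single 50 µM final, then IGF (6 nM final) for 20 min at 37 deg C. Lysed; phospho-Akt Ser473 by HTRF after 24 h, 665/615 ratio.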
Nrf2 ARE act: Nrf2 pathway activation | AREc32 ARE-luciferase reporter (MCF7-derived line), luminescence, 24 h | actives 0.31% (n = 410,000) | AID 624171 | Potency, µM (top dose mostly 46.1 µM), for the others: top-dose activation, actives largely listed as activators; further: potency means the concentration at half of the fitted maximal effect; % of control where 0% means no effect; nearly all actives have a fitted effect of over 65% in size
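Reporter line AREc32 (ARE-Fluc), seeded overnight in OPTI-MEM with 5% FBS; compound pin-transferred, 24 hr at 37 deg C, 5% CO2; luminescent read-out.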
HepG2 viability: counter-screen for TGF-b inhibitors: cytotoxicity in HepG2 cells; HepG2 CAGA-GFP viability, ATP luminescence, 18 h; Potency, µM (highest dose often 46.1 µM), without a hit: top-dose activity change, negative = cytotoxicity, usual class: cytotoxic; actives 0.76% (n = 410,000); AID 588856; further: potency means the concentration at half of the fitted maximal effect; some results filed as inactive show a strong effect at the top dose
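CellTiter-Glo luminescence gave cytotoxicity after 18 hours at 37 degrees C. The cells were HepG2 CAGA-GFP in 1% FBS DMEM, stimulated with 500 pg/mL TGF-beta after compound addition. %Activity was normalised to no-cell wells (complete cell-killing) and DMSO (no toxicity), and curves were fitted and classified.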
A549 tox: counter-screen for Nrf2 inhibitors: cytotoxicity in A549 cells; A549 ARE-Fluc cells, CellTiter-Fluor viability, 18-24 h; Potency, µM (series often up to 46 µM), without a hit: top-dose activity change, negative = cytotoxicity, hits mostly inhibitors; AID 504648; actives 0.16% (n = 390,000); further: potency means the concentration at half of the fitted maximal effect; on the % scale 0 is the no-effect control and ±100 the full control effect
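A549 ARE_Fluc cells in 5% FBS OPTI-MEM were exposed to compounds in concentration-response for 18-24 h at 37 deg C. Viability was read by CellTiter-Fluor fluorescence (Ex 405/Em 525) after 30 min, before the luciferase read.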
MmCpn inh: inhibitors of Methanococcus maripaludis chaperonin (MmCpn) | purified Mm-Cpn ATPase, ADP Transcreener TR-FRET | Potency, µM (doses to about 76.9 µM), for inactives: at the top dose activity, negative = inhibition, hits mostly inhibitors | actives 0.031% (n = 330,000) | AID 504842; further: potency means the concentration at half of the fitted maximal effect; on the % scale 0 is the no-effect control and ±100 the full control effect; nearly all actives have a fitted effect of over 80% in size
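Purified archaeal chaperonin (25 nM final) was preincubated with compound for 10 min at 37°C, then ATP (10 uM final) was added for 30 min at 37°C in Tris pH 7.4/KCl/MgCl2/DTT buffer. ADP was quantified by HTRF Transcreener TR-FRET.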
CCT modulator: modulators of cytosolic chaperonin (CCT/TRiC) activity. purified chaperonin ATPase assay, HTRF ADP detection, 30 min. activity change, % (no concentration beside the values), hits read low. actives 0.3% (n = 360,000); in the data active means activity change below about -30%; further: on the % scale 0 is the no-effect control and ±100 the full control effect
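TRiC (40 or 20 nM final, by batch activity) in 30 mM Tris pH 7.4, 100 mM KCl, 5 mM MgCl2, 1 mM DTT was treated with compound at 76 uM single dose, then 10 uM ATP, 30 min at 37 °C. ADP was read by HTRF Transcreener.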
Nrf2 block: Nrf2 pathway inhibition. Potency, µM (doses to about 46 µM), without a hit: top-dose activity change, negative = inhibition, usual class: inhibitors. A549 ARE-Fluc reporter, luciferase luminescence, 18-24 h. actives 2.1% (n = 360,000); further: potency means the concentration at half of the fitted maximal effect; on the % scale 0 is the no-effect control and ±100 the full control effect; nearly all actives have a fitted effect of over 60% in size
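In this cell-based qHTS, ARE-driven firefly luciferase in A549 cells reports Nrf2 activity; the luminescent signal after BugLite lysis is the measured value, with a prior CellTiter-Fluor read for cell health.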
TGFb SMAD3 inh: blocks TGF-b signaling; HepG2 CAGA-GFP TGF-b/SMAD3 reporter, GFP fluorescence, 18 h; TGF-beta stimulated, 500 pg/mL final; Potency, µM (highest dose often 46.1 µM), for inactives: top-dose activity, negative = inhibition, hits mostly inhibitors; actives 1.2% (n = 410,000); AID 588855; further: potency means the concentration at half of the fitted maximal effect; on the % scale 0 is the no-effect control and ±100 the full control effect; nearly all actives have a fitted effect of over 65% in size
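First, reporter cells (HEPG2 CAGA-GFP) rested 2 h at 37 degrees C. Next, compounds were pinned in and TGF-beta added to 500 pg/mL final. After 18 h, GFP was imaged per cell and summed per well.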
Active calls of the source: *; i = inactive; u = inconclusive; x = not tested or not shown; [ ] = remark or other dose. Unless noted, the call rests on the fitted dose curve; in most records, active means well fitted curve in the direction sought with a large enough effect; inconclusive means small, poorly fitted or top-dose-only effect, or another doubt; inactive means no such curve, though single readings can be large; an effect the other way counts as inactive or inconclusive.

Every second line gives: Abeta yeast res	pAkt inh	Nrf2 ARE act	HepG2 viability	A549 tox	MmCpn inh	CCT modulator	Nrf2 block	TGFb SMAD3 inh
1	COc1ccc(C(=O)Nc2ccccc2N2CCOCC2)cc1S(=O)(=O)N1CCCC1
    17%	i	0.1%	-1%	9%	-1%	-0.7	-21%	3%
2	O=C(Nc1cccc(NC(=O)c2sc3ccccc3c2Cl)c1)c1ccco1
    7%	i	2.5%	-12%	-5%	-8%	0.2	14%	u
3	CCOC(=O)C1CCN(Cc2nnnn2CCc2ccccc2)CC1
    4%	i	0.0%	4%	-5%	-2%	-1.8	-18%	20%
4	CCC1C(=O)NCCN1C(=O)c1cc(COc2cc(C)ccc2C)on1 (centres undefined)
    9%	i	0.1%	5%	-2%	-2%	1.0	-1%	-1%
5	O=C(CSc1ccc(Br)cc1)NCC1(N2CCCCC2)CCCCC1
    10%	i	-0.2%	4%	9%	x	-0.4	15%	9%
6	Cc1ccc(C)c(CN2C(=O)c3ccccc3S(=O)c3ccc(C(=O)NCc4ccco4)cc32)c1 (centres undefined)
    2%	x	-1.1%	-37%	-17%	x	x	u	-10%
7	Cc1nn(CCC(N)=O)c2nc(-c3cccs3)cc(C(F)(F)F)c12
    -25%	i	4.7%	-3%	-9%	-8%	-1.6	u	-21%
8	Cn1cc(/C=C/C(=O)N2CCCC(C(=O)c3cccc4ccccc34)C2)cn1 (centres undefined)
    -2%	i	0.4%	-5%	-4%	0%	-3.4	-12%	-29%
9	Cc1ccc(O)c(C(=O)CC(=O)c2ccc(Cl)cc2)c1
    -8%	i	6.2%	-16%	-8%	-10%	0.9	4%	u
10	CCOc1ccccc1NC(=S)N1CCN(c2nc(-c3cccc(OC)c3)cs2)CC1
    -3%	i	-0.5%	-3%	19%	-23%	-3.3	u	-29%
11	CCOc1ccccc1C1CC(=O)Nc2c1c(=O)n(C)c1ncnn21 (centres undefined)
    -8%	x	-1.7%	-1%	-8%	x	x	-29%	16%
12	CCN(CC)S(=O)(=O)c1ccc2c(c1)N(CC(=O)N(CCc1ccncc1)C(C)C)C(=O)CO2
    2%	i	1.6%	5%	-18%	0%	-3.2	-24%	6%
13	CC[n+]1c(/C=C/c2ccc(N(C)C)cc2)ccc2ccccc21
    -89%[inhibitor]	i	-0.6%	-60%	21µM*	u	-0.3	8.2µM*	3.5µM*
14	CC(C)C(=O)Nc1nnc(S(=O)(=O)N(C)Cc2ccc(F)cc2)s1
    2%	x	0.2%	-3%	1%	x	x	-5%	2%
15	O=C(CN1CCN(c2ccccc2F)CC1)Nc1ccc2c(c1)CCC2
    -6%	i	-0.1%	0%	-19%	2%	0.5	4%	-1%
16	CN(C)c1ccc(C(CNS(=O)(=O)c2cccc([N+](=O)[O-])c2)N2CCOCC2)cc1 (centres undefined)
    -6%	i	2.9%	-1%	6%	1%	1.3	1%	-6%
17	O=C(CSc1nnc(Nc2ccccc2)s1)NCC1CCCO1 (centres undefined)
    -3%	i	0.3%	-5%	-2%	1%	-25	5%	-10%
18	O=C(CC12CC3CC(CC(C3)C1)C2)N/N=C\c1ccc[nH]1
    12%	i	0.5%	21%	-2%	0%	2.6	-1%	-5%
19	O=C(CSc1nnc(C2CC2)n1-c1ccccc1)NC1CCS(=O)(=O)C1 (centres undefined)
    -18%	i	-0.6%	2%	10%	0%	0.4	-14%	1%
20	Cc1nn(C)c(C(=O)NNC(=S)NCc2ccco2)c1Br
    -7%	i	2.9%	-4%	0%	1%	0.9	-24%	-5%
21	O=C(NNC(=O)c1cc(Br)c(Br)s1)c1csc(N2CCOCC2)n1
    -6%	i	-0.2%	3%	-6%	-4%	-0.7	13%	0%
22	COc1ccccc1NC(=O)c1ccc(NC(=O)CN2CCCC2)cc1
    11%	i	0.1%	-4%	8%	-10%	-3.7	-8%	-9%
23	O=C(/C=C/Nc1ccc(F)cc1F)c1ccc(Br)cc1
    7%	i	7.3%	-2%	-2%	x	0.8	u	u
24	COc1ccc(-c2ccc(-c3noc(-c4ccccc4F)n3)c(OC)n2)cc1
    25%	i	-0.5%	-2%	3%	1%	-0.3	u	10%
25	Cc1nn(-c2ncc(C(F)(F)F)cc2Cl)c(=O)n1-c1ccccc1F
    1%	i	-0.4%	1%	0%	2%	1.6	u	0%
26	CCOC(=O)C1CCCN(C(=O)c2ccc3oc(Cc4ccccc4)nc3c2)C1 (centres undefined)
    x	i	6.4%	-15%	-5%	0%	-6.4	-5%	-7%
27	CC(=O)Nc1nc(C)cs1
    -3%	i	0.0%	-2%	0%	-4%	1.4	-11%	10%
28	COc1ccc(O)c(/C=N/c2sc(C)c(C)c2C#N)c1
    2%	i	5.7%	-15%	-6%	-1%	-2.2	7%	0%
29	O=C(Nc1cc(S(=O)(=O)N2CCOCC2)ccc1N1CCOCC1)c1cccs1
    -18%	i	2.6%	-4%	7%	-2%	-4.6	6%	u
30	COc1ccc2c(c1)OC[C@H]1[C@H]2N2C(=O)[C@H](C)NC(=O)[C@@]2(C)[C@H]1c1ccccc1
    -6%	i	-0.4%	-14%	-1%	0%	-1.4	2%	4%
31	O=[N+]([O-])c1ccc(OCc2n[nH]c(=S)n2-c2ccccc2)cc1
    0%	i	0.1%	-16%	-1%	1%	-2.0	2%	-1%
32	CCn1c(SCC(=O)N2CCN(c3ccccc3F)CC2)nnc1-c1ccoc1C
    7%	i	-0.9%	-16%	3%	-3%	-0.1	u	-5%
33	Cc1cccc(-c2cc3nc(C)cc(NCCCn4ccnc4)n3n2)c1
    11%	i	0.8%	-36%	2%	0%	0.3	3%	-12%
34	CCCCSCCCNC(=O)c1cn(CC)c2ccc(S(=O)(=O)N3CCCCCC3)cc2c1=O
    6%	x	-0.6%	-11%	0%	x	x	5%	u
35	CCOC(=O)c1cnc(-c2ccccc2)nc1Oc1ccc(OC)cc1
    -12%	i	0.1%	11%	2%	1%	2.8	4%	-2%
36	Cc1ccc2nc(N3C(=O)C(O)=C(C(=O)c4ccc(C)o4)C3c3cccc(O)c3)sc2c1 (centres undefined)
    -41%	i	3.3%	-16%	u	-6%	-1.9	2%	-5%
37	O=C(Cc1cccc(C(F)(F)F)c1)NCc1cccnc1
    3%	i	0.1%	3%	1%	-2%	0.9	-2%	13%
38	COc1ccc(Nc2nnc(SCC(=O)NC3CCS(=O)(=O)C3)s2)cc1 (centres undefined)
    -11%	i	-0.2%	-35%	-1%	0%	-0.4	-22%	-4%
39	COc1ccccc1NC(=O)CSc1nnc(CCNC(=O)c2ccc(C)cc2)n1C
    -15%	i	0.2%	-7%	9%	3%	1.7	11%	18%
40	CCN(CC)C(=O)c1sc(NC(=O)c2c(OC)cccc2OC)c(C#N)c1C
    -13%	i	1.6%	-6%	2%	2%	-1.1	-16%	-6%

(cont.)
| no. | Molecule | Abeta yeast res | pAkt inh | Nrf2 ARE act | HepG2 viability | A549 tox | MmCpn inh | CCT modulator | Nrf2 block | TGFb SMAD3 inh |
| --- | --- | --- | --- | --- | --- | --- | --- | --- | --- | --- |
| 41 | CCc1nnc(NC(=O)CSc2nnc(-c3ccco3)n2CC)s1 | -1% | i | -0.1% | 1% | 0% | -1% | 1.6 | 0% | -4% |
| 42 | C=C(C)CNC(=S)N/N=C1\CCCCc2ccccc21 | u | i | 4.9% | 1% | 6% | 0% | 1.0 | u | u |
| 43 | CC(C)C(=O)N1C2CCC1CC(O)(c1ccc(F)cc1)C2 (centres undefined) | 6% | i | -0.7% | 8% | 3% | -2% | 1.2 | 0% | 0% |
| 44 | O=C(COC(=O)c1ccc(S(=O)(=O)N2CCOCC2)cc1)NCc1ccccc1 | -14% | i | -0.4% | -13% | -4% | 0% | -2.0 | 6% | 0% |
| 45 | Nc1nc(=S)[nH]c2c1C1(CCCCC1)Cc1ccccc1-2 | -4% | i | -0.7% | -25% | 2% | -3% | -0.9 | 13% | 6% |
| 46 | O=[N+]([O-])c1ccc(S(=O)Cc2ccccc2)c([N+](=O)[O-])c1 (centres undefined) | -81%[inhibitor] | i | u | -115% | u | x | -4.1 | u | 7.9µM* |
| 47 | CC1(C)Cc2nc(NCCN3CCOCC3)c(C#N)cc2CO1 | 8% | i | 0.0% | 8% | -4% | 1% | -0.3 | 4% | -8% |
| 48 | CC(C)Cc1nnc(NC(=O)CSc2nc(N)cc(=O)[nH]2)s1 | 11% | i | -0.4% | 7% | -3% | -1% | -2.4 | 3% | 0% |

An excerpt from above in order of number of heavy atoms, lowest first.
| no. | Molecule | Abeta yeast res | pAkt inh | Nrf2 ARE act | HepG2 viability | A549 tox | MmCpn inh | CCT modulator | Nrf2 block | TGFb SMAD3 inh |
| --- | --- | --- | --- | --- | --- | --- | --- | --- | --- | --- |
| 43 | CC(C)C(=O)N1C2CCC1CC(O)(c1ccc(F)cc1)C2 (centres undefined) | 6% | i | -0.7% | 8% | 3% | -2% | 1.2 | 0% | 0% |
| 47 | CC1(C)Cc2nc(NCCN3CCOCC3)c(C#N)cc2CO1 | 8% | i | 0.0% | 8% | -4% | 1% | -0.3 | 4% | -8% |
| 41 | CCc1nnc(NC(=O)CSc2nnc(-c3ccco3)n2CC)s1 | -1% | i | -0.1% | 1% | 0% | -1% | 1.6 | 0% | -4% |

This is a random part of the collection, and some 4.3% of all compounds hit somewhere here.
